From PubChem
beta cell repl: inducers of beta-cell replication in MIN6 cells | MIN6 cells proliferation, ATPlite luminescence, 48 h; cells starved in 0.2% serum; 100% = growth in 10% serum | proliferation, % at 10 µM | 330,000 compounds, 0.29% hits | AID 2380;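 active = compounds whose signal lies at least 3.5 SD above the mean of all wells on their plate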;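 note: 0% = DMSO-treated cells in low-serum medium and 100% = 10% serum control; some compounds called inactive have numbers as strong as hits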
hIAP act: increases human intestinal alkaline phosphatase activity; P09923; purified human IAP, CDP-Star luminescence, 30 min; hits give high values; 1 = vehicle-only enzyme, 0 = enzyme-free background; activation factor at 10 µM; 330,000 compounds, 0.16% hits;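 active = activation factor of the enzyme at least 2-fold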; note: the source names both 10 and 20 µM as test concentration; values of inactives mirror those of a sister screen read the other way
Target sequence (P09923 whole entry, looked up): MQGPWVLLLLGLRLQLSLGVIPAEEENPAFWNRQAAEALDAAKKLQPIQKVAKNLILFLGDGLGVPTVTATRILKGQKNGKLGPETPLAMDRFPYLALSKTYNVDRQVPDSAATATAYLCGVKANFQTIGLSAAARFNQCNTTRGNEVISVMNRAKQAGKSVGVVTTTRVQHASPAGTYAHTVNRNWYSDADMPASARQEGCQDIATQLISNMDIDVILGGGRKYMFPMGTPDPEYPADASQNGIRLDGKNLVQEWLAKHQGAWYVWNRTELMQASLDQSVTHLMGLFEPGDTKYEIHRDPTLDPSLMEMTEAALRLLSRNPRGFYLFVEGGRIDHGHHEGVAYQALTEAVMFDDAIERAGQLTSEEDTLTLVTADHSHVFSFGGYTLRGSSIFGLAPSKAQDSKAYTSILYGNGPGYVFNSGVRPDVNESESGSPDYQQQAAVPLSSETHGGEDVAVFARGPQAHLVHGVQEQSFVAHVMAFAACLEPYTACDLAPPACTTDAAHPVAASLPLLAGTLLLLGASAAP
APOBEC3A inh: human APOBEC3A DNA deaminase inhibition; P31941; recombinant A3A, FAM/TAMRA ssDNA deamination fluorescence; inhibition, % at 20 µM; 330,000 compounds, 0.41% hits; AID 493011;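 active = at least 40% inhibition at 20 µM here, with at most 30% in a related deaminase screen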;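 note: plate controls were A3A with DMSO for no effect and wells lacking A3A enzyme for full effect; some results filed as inactive read as strong as hits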
Target sequence (P31941 whole entry, looked up): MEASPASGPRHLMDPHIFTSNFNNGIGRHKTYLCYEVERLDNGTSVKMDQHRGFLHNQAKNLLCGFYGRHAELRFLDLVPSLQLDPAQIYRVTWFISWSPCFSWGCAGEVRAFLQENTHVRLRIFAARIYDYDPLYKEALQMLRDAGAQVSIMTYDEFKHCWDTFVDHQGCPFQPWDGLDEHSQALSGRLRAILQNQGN
A3G deaminase: blocks human APOBEC3G single-stranded DNA deamination. Q9HC16. recombinant A3G, ssDNA deamination FAM/TAMRA fluorescence. inhibition, % at 20 µM. 330,000 compounds, 0.28% hits. AID 493012;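 active = inhibition of at least 40% at 20 µM, with no more than 30% in the related APOBEC3A deaminase screen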;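 note: plate controls were DMSO wells with A3G for no effect and wells lacking A3G enzyme for full effect; some compounds called inactive have numbers as strong as hits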
SENP1 FRET inh: blocks the human SENP1 SUMO protease catalytic domain; 360,000 compounds, 0.21% hits; recombinant SENP1 catalytic domain, CyPet-SUMO1-YPet FRET cleavage; inhibition, % at 10 µM; Q9P0U3;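 active = inhibition at least 30% at 10 µM, raw YFP signal under a set limit, fluorescence ratio 0.5 to 1.5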;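 note: 0% = enzyme with DMSO and 100% = no enzyme wells; some results filed as inactive read as strong as hits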
Target sequence (Q9P0U3 419-644 limits assumed): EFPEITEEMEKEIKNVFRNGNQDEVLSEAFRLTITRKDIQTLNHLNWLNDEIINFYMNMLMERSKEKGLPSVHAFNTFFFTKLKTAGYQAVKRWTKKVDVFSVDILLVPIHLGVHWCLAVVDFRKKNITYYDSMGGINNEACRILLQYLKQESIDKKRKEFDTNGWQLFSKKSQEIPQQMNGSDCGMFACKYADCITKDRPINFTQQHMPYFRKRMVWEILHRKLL
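material = recombinant human SENP1 catalytic domain, His6-tagged | quantity = 20 pM enzyme | reagent = 25 nM SUMO1 FRET substrate | compound dosing = 10 µM single point, 0.5% DMSO | timing = 50 min enzyme reaction, room temperature, light-protected | detection = FRET, CFP and YFP emission | control set = no-enzyme low, enzyme-DMSO high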
NALP3 yeast inh: blocks the NALP3 inflammasome reconstituted in yeast; Yeast reconstituted NLRP3/ASC/caspase-1, beta-gal luminescence, 24 h; inhibition, % at 10 µM; 330,000 compounds, 0.39% hits; AID 2825;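 active = inhibition of 50% or more; inactive = inhibition below 50%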;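 note: plate controls were induced DMSO wells for no effect and uninduced yeast grown without galactose for full effect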
mIAP block: blocks mouse intestinal alkaline phosphatase; purified mouse IAP, CDP-Star luminescence, 30 min; inhibition, % at 10 µM; 330,000 compounds, 0.2% hits; AID 2806;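 active = inhibition of at least 40% at 10 µM in the primary screen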;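 note: plate controls were DMSO with enzyme for no effect and no enzyme wells for full effect; values of inactives mirror those of a sister screen read the other way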
mIAP activ: mouse IAP activation; muIAP, CDP-Star luminescence, 30 min; hits give high values; 1 = vehicle-only enzyme signal, 0 = enzyme-free wells; activation factor at 10 µM; 330,000 compounds, 0.24% hits;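 active = activation factor of at least 2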; note: the source names both 10 and 20 µM as test concentration; values of inactives mirror those of a sister screen read the other way
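Assay system: mouse IAP enzyme; reagent: chemiluminescent substrate CDP-Star; dosing: test compounds delivered from DMSO solution; schedule: 30 min at room temperature; measured by: luminescence from enzymatic CDP-Star hydrolysis; controls: DMSO-only wells and no-enzyme negative control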
hIAP block: human IAP inhibition; P09923; purified IAP, CDP-Star luminescence, 30 min; inhibition, % at 10 µM; 330,000 compounds, 0.12% hits; AID 2544;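 active = inhibition reaching a set limit with compound at 10 µM in the primary screen, cut at about 35% in these data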;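 note: plate controls were DMSO wells with enzyme for no effect and no-enzyme buffer wells for full effect; values of inactives mirror those of a sister screen read the other way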
Starred values were filed as active, the others as inactive; . = no result given.

SMILES	beta cell repl	hIAP act	APOBEC3A inh	A3G deaminase	SENP1 FRET inh	NALP3 yeast inh	mIAP block	mIAP activ	hIAP block
CCSc1ccccc1C(=O)NCc1ccc(S(N)(=O)=O)cc1	0	1	4	1	1	7	21	0.79	-2
O=C(OCC(=O)N1CCCCCC1)c1ccccc1Br	-2	1	-3	-8	0	-1	9	0.91	-4
O=C(O)CCCC(=O)Nc1ccccc1C(=O)O	-1	0.91	5	1	3	-10	-4	1	9
CC(=O)N(c1ccccc1)C(C)c1nc(C#N)c(C#N)nc1C (stereo not given)	5	0.91	-2	0	1	3	0	1	9
N#Cc1c(F)cccc1NCc1cccnc1	-1	1.2	-8	-11	0	15	2	0.98	-20
O=c1[nH]c2cc3c(cc2cc1C(c1nnnn1CC1CCCO1)N1CCCCCC1)OCO3 (stereo not given)	2	0.81	1	-2	.	23	5	0.95	19
CCCCN1c2cc(C)c(O)cc2C(C(=O)OCC)C1C (stereo not given)	4	1.1	-1	-6	.	6	-6	1.1	-6
COc1ccc(C2=NCC(CSc3nnnn3C)S2)cc1 (stereo not given)	-2	0.97	-1	-3	3	24	2	0.98	3
C=CCn1c(SCC(=O)Nc2ccc3c(c2)OCCO3)nnc1-c1ccccn1	4	0.93	0	-1	2	-2	9	0.91	7
O=C(N/N=C/c1ccc(OC(F)F)cc1)c1cccc(S(=O)(=O)N2CCOCC2)c1	-2	0.97	-1	-7	1	5	-2	1	3
Cc1cc(C(=O)Nc2ccccc2C(F)(F)F)no1	-2	1.1	1	-2	1	-5	-1	1	-6
COc1ccccc1CN1CC(C(=O)NCCc2ccccc2Cl)CCC1=O (stereo not given)	2	1	3	-4	1	20	8	0.92	-4
Cc1ccccc1C(=O)NC(=S)NCCC1=CCCCC1	-5	0.78	-4	-2	1	-3	2	0.98	22
CCN1CCN(C(=O)CCCn2c(C)c3cnn(-c4ccccc4)c(=O)c3c2C)CC1	-4	0.96	0	2	-2	4	-2	1	4
CCn1c(=O)cc(C(F)(F)F)[nH]c1=S	1	0.92	1	-6	-7	-8	-10	1.1	8
O=C(Nc1ccc(F)cc1F)c1ccc(-n2cncn2)nc1	0	1.1	-1	-3	2	9	-8	1.1	-14
Cc1ccc(N2C(=O)C(CN3CCOCC3)C2c2ccccc2)cc1 (stereo not given)	-1	0.85	4	-6	0	2	4	0.96	14
COc1ccc(NC(=O)C2CCCN(S(=O)(=O)c3cccs3)C2)cc1OC (stereo not given)	-3	1.1	-4	0	0	-5	-6	1.1	-10
O=C(CC(NC(=O)c1ccccc1)c1ccccc1)NCc1ccccc1 (stereo not given)	-5	1.1	0	-6	2	-8	-54	1.5	-13
Cc1oc(-c2ccccc2Cl)nc1CSc1nc2c(c(=O)[nH]1)CCC2	-1	0.84	-2	-4	-1	3	-6	1.1	16
COCCNC(=O)CN(c1cccc(OC)c1)S(=O)(=O)c1ccc(C)cc1	-2	0.89	0	-4	2	0	0	1	11
O=c1[nH]nc(SCc2nnc(-c3ccc([N+](=O)[O-])cc3)o2)n1C1CCCCC1	-2	0.99	4	9	1	2	3	0.97	0
Cc1ccc(NC(=O)C(=O)Nc2ccc(C)cn2)nc1	-1	1.2	-3	0	0	13	10	0.9	-21
CCCCCC1CC(CC/C(C)=N/NC(N)=O)C(=O)O1 (stereo not given)	-1	1	-3	-4	-1	15	8	0.92	-2
Cc1ccc(-c2nc(N)sc2CC(=O)OCC(=O)NCC2CCCO2)cc1 (stereo not given)	-1	0.94	-6	-7	-8	20	7	0.93	6
Additional results.
SMILES	beta cell repl	hIAP act	APOBEC3A inh	A3G deaminase	SENP1 FRET inh	NALP3 yeast inh	mIAP block	mIAP activ	hIAP block
CC1=C(C(=O)OC(C)C)C(c2cccs2)C(C(=O)OC(C)C)=C(C)N1	-2	0.97	0	-1	0	-6	-1	1	3
COC(=O)Cn1cnc2c(nnn2Cc2ccc(Cl)cc2)c1=O	2	0.81	1	-8	-1	14	13	0.87	20
O=C1CCCCC(=O)c2ccccc2N1	3	1.1	1	-3	-5	-14	-3	1	-5
O=C(CN(Cc1ccco1)S(=O)(=O)c1cccs1)Nc1ccccc1C(F)(F)F	-2	1.2	-1	-3	-1	9	-3	1	-23
Cc1ccc(N(CC(O)CN2CCCCC2)S(=O)(=O)c2ccccc2[N+](=O)[O-])cc1 (stereo not given)	0	1	-2	-4	-1	1	-2	1	0
O=C1C(=O)N(CCS(=O)(=O)c2ccccc2)c2ccc(F)cc21	-2	1	2	0	1	8	0	1	-4
O=C(Nc1nnc(S(=O)(=O)N2CCOCC2)s1)c1ccc(Cl)cc1	-3	0.84	-3	-3	-1	14	8	0.92	16
COc1ccc(N2CCN(C(=O)COC(=O)CNC(=O)c3ccccc3)CC2)cc1	-3	1	-4	-5	-1	0	1	0.99	-2
CSCCCNC(=S)N1CCN(S(=O)(=O)c2cccc(C(F)(F)F)c2)CC1	0	1.1	-5	-8	1	-14	1	0.99	-5
CCn1c(=O)n(CC)c2cc(N3CCCC3)c(NC(=O)c3ccccc3C)cc21	-3	1.3	-3	-3	-8	15	8	0.92	-26
Cc1cc(C(=O)COC(=O)c2ccc[nH]c2=O)c(C)n1CCc1ccc(F)cc1	-2	0.94	-2	-3	-2	13	-1	1	6
C[C@@H]1C(c2cccc(Cl)c2)=NN(c2ccccc2)[C@H]1C(=O)N1CCOC1=O	.	.	2	0	-64	.	-16	1.2	.
Cc1cc2nc(Cl)c(Cl)nc2cc1C	1	0.94	-1	0	2	-16	6	0.94	6
O=C1c2ccccc2C(=O)N1CC(=O)N1c2ccccc2Sc2ccccc21	0	0.96	-1	-2	1	9	0	0.99	4
Cc1ccc(-n2c(SCC(=O)NCc3cccs3)nnc2-c2ccoc2C)cc1	3	0.96	2	-2	-1	-9	-20	1.2	4
CC(C)C[C@H](NC(=O)Nc1ccccc1F)C(=O)O	-2	1.1	0	0	-2	10	-6	1.1	-9
COc1ccc(N=Nc2ccc(N)nc2N)cc1	-4	0.73	-1	17	-15	25	18	0.82	27
CC1CC(C)CN(C(=O)c2cc(-c3ccccn3)nc3ccccc23)C1 (stereo not given)	0	0.99	1	3	2	8	8	0.92	1
Cc1c(C(=O)N(Cc2ccccc2Cl)C2CCS(=O)(=O)C2)oc2ccccc12 (stereo not given)	2	0.9	-4	-7	2	-11	-1	1	10
Cn1c(Cc2ccc(Cl)cc2)nnc1SCC(=O)NC1CC1	1	1.1	-3	-7	1	10	3	0.97	-11
Cc1nc2ccccn2c1CN(C)C(=O)C1CCC(=O)N(Cc2cccc(F)c2)C1 (stereo not given)	-1	1.3	-6	-9	0	13	11	0.89	-26
O=C(O)c1[nH]c2ccc(Cl)cc2c1CCN1C(=O)c2ccccc2C1=O	0	1	-2	-5	2	4	-3	1	0
O=C(Nc1nc2ccsc2c(=O)s1)c1ccco1	-1	1	6	9	-34	21	-9	1.1	0
COc1cccc(C(=O)c2c[nH]c(C(=O)NCc3cccs3)c2)c1	-2	1	-2	-4	-1	7	0	1	-1
COc1ccc(-c2cc(C(=O)N3CCC3)c3ccccc3n2)cc1OC	5	0.9	-5	-6	1	13	8	0.92	10

Shown bar-delimited: part of the list above.
compound | beta cell repl | hIAP act | APOBEC3A inh | A3G deaminase | SENP1 FRET inh | NALP3 yeast inh | mIAP block | mIAP activ | hIAP block
CC(C)C[C@H](NC(=O)Nc1ccccc1F)C(=O)O | -2 | 1.1 | 0 | 0 | -2 | 10 | -6 | 1.1 | -9
COc1ccc(N=Nc2ccc(N)nc2N)cc1 | -4 | 0.73 | -1 | 17 | -15 | 25 | 18 | 0.82 | 27
CC1CC(C)CN(C(=O)c2cc(-c3ccccn3)nc3ccccc23)C1 (stereo not given) | 0 | 0.99 | 1 | 3 | 2 | 8 | 8 | 0.92 | 1
Cc1c(C(=O)N(Cc2ccccc2Cl)C2CCS(=O)(=O)C2)oc2ccccc12 (stereo not given) | 2 | 0.9 | -4 | -7 | 2 | -11 | -1 | 1 | 10
Cn1c(Cc2ccc(Cl)cc2)nnc1SCC(=O)NC1CC1 | 1 | 1.1 | -3 | -7 | 1 | 10 | 3 | 0.97 | -11
Cc1nc2ccccn2c1CN(C)C(=O)C1CCC(=O)N(Cc2cccc(F)c2)C1 (stereo not given) | -1 | 1.3 | -6 | -9 | 0 | 13 | 11 | 0.89 | -26
O=C(O)c1[nH]c2ccc(Cl)cc2c1CCN1C(=O)c2ccccc2C1=O | 0 | 1 | -2 | -5 | 2 | 4 | -3 | 1 | 0
O=C(Nc1nc2ccsc2c(=O)s1)c1ccco1 | -1 | 1 | 6 | 9 | -34 | 21 | -9 | 1.1 | 0
COc1cccc(C(=O)c2c[nH]c(C(=O)NCc3cccs3)c2)c1 | -2 | 1 | -2 | -4 | -1 | 7 | 0 | 1 | -1
COc1ccc(-c2cc(C(=O)N3CCC3)c3ccccc3n2)cc1OC | 5 | 0.9 | -5 | -6 | 1 | 13 | 8 | 0.92 | 10

Going on with the list:
SMILES	beta cell repl	hIAP act	APOBEC3A inh	A3G deaminase	SENP1 FRET inh	NALP3 yeast inh	mIAP block	mIAP activ	hIAP block
CC1C2CC(C(CN(C)C)/C2=N/O)C1(C)C (stereo not given)	2	1	2	-1	3	0	-6	1.1	-2
CCCCCCCCCCCCN1[C@@H](CC(C)=O)c2cc(C(F)(F)F)ccc2S1(=O)=O	-8	0.97	3	1	-10	2	12	0.88	3
C=CC1=C(C(=O)O)N2C(=O)[C@@H](NC(=O)/C(=N/OCC(=O)O)c3csc(N)n3)[C@H]2SC1	0	1.1	58*	21	56*	20	21	0.79	-14
CN(C)c1ccc(P(=O)(OC2CCCCC2)C(Nc2ccccc2)c2cccnc2)cc1 (stereo not given)	-3	1.1	3	-2	2	5	-4	1	-6
Cc1nnsc1C(=O)NC(=O)Nc1ccc(F)c(Cl)c1	5.9*	0.9	-3	-8	-1	6	-3	1	10
Cc1ccc(-c2cc(-c3ccccc3Cl)[nH]n2)c(O)c1	-4	1.2	-3	-3	1	25	-12	1.1	-25
CC1(C)SC2c3ccccc3C(=O)N2[C@@H]1C(=O)NC1CCCC1 (stereo not given in full)	-1	1.1	-6	-4	-2	2	7	0.93	-5
O=C(OCC(=O)N1CCCc2ccccc21)c1ccccc1NCCO	-1	0.95	-2	-4	-3	13	-2	1	5
N/C(=N\OS(=O)(=O)c1ccccc1)c1ccccn1	-2	1	-3	-8	3	1	5	0.95	-3
O=C(CN1C(=O)S/C(=C\c2ccc(F)cc2)C1=O)Nc1cccc(S(=O)(=O)NCc2ccco2)c1	-4	0.85	-1	-1	-1	3	18	0.82	15
CCc1oc(C(=O)OC)cc1CSC(=N)N	2	0.89	1	-4	2	16	18	0.82	12

Exported in markdown: part of the list above
| molecule | beta cell repl | hIAP act | APOBEC3A inh | A3G deaminase | SENP1 FRET inh | NALP3 yeast inh | mIAP block | mIAP activ | hIAP block |
| --- | --- | --- | --- | --- | --- | --- | --- | --- | --- |
| C=CC1=C(C(=O)O)N2C(=O)[C@@H](NC(=O)/C(=N/OCC(=O)O)c3csc(N)n3)[C@H]2SC1 | 0 | 1.1 | 58* | 21 | 56* | 20 | 21 | 0.79 | -14 |
| CN(C)c1ccc(P(=O)(OC2CCCCC2)C(Nc2ccccc2)c2cccnc2)cc1 (stereo not given) | -3 | 1.1 | 3 | -2 | 2 | 5 | -4 | 1 | -6 |

A portion of the library; the hit share may differ from the screen's.
